# Screens (PubChem BioAssay)
# DT40 TDP1 CPT = growth inhibition of DT40 Tdp1-/-;hTDP1 cells with camptothecin (screen for TDP1 inhibitors) | 12% of 420,000 active | chicken DT40 Tdp1-/-;hTDP1 cells + 20 nM CPT, ATP luminescence, 48 h | Potency, µM (top dose mostly 46.2 µM), for the others: at the top dose activity change, negative = growth inhibition, most hits filed as inhibitors; further: nearly all actives have a fitted effect of over 55% in size
#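 Cell growth measured by CellTiter-Glo luminescence after a minimum 48 h, 37 C compound exposure with 20 nM CPT in Tdp1-knockout DT40 cells stably expressing hTDP1, seeded 400/well; qHTS titration format.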
# TDP1 inh = blocks human tyrosyl-DNA phosphodiesterase 1; Q9NUW8; recombinant TDP1, AlphaScreen DNA substrate cleavage; Potency, µM (series often up to 130 µM), for inactives: top-dose activity change, negative = inhibition, actives largely listed as inhibitors; 0.28% of 350,000 active; AID 485290; further: nearly all actives have a fitted effect of over 40% in size
# Target sequence (Q9NUW8 whole entry, looked up): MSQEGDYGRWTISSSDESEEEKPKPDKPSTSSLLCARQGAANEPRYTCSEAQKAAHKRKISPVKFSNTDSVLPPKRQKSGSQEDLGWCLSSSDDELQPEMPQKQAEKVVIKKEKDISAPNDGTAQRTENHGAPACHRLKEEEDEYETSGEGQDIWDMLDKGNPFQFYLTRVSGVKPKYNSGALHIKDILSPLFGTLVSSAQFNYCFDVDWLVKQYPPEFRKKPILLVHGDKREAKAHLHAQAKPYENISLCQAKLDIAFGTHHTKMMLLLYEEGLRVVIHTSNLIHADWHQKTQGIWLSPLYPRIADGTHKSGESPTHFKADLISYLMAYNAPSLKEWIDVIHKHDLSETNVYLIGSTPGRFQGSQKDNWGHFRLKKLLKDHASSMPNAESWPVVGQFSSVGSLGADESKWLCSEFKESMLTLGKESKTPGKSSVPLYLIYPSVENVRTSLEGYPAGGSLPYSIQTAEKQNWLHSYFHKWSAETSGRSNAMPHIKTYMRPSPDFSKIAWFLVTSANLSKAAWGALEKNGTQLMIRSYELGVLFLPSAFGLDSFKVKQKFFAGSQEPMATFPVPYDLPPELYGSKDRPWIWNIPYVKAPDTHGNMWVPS
#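 Steps: enzyme plus compound, 15 min RT; add biotin/phosphotyrosine-FITC oligonucleotide (15 nM final), react 5 min; add donor/acceptor beads (10 ug/ml final), 10 min; read AlphaScreen. Tdp1 at 1 nM final.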
# TDP1 cell noCPT = qHTS for Inhibitors of human tyrosyl-DNA phosphodiesterase 1 (TDP1): qHTS in cells in absence of CPT; DT40 Tdp1-/- hTDP1 cells, no CPT, ATP luminescence, 48 h; Potency, µM (doses to about 46.2 µM), for inactives: top-dose activity change, negative = growth inhibition, hits mostly inhibitors; 15% of 420,000 active; further: nearly all actives have a fitted effect of over 55% in size
#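 DT40 Tdp1-/-;hTDP1 cells, no CPT (DMSO vehicle only), 400 cells/well; compounds pin-transferred; ≥48 hr, 37 °C; CellTiter-Glo 30 min RT dark, luminescence read.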
# * = called active by the depositor; u = inconclusive; x = no result given; & = joins results of further samples; [ ] = another dose, or the depositor's remark. The call rests on the fitted dose curve; in most records, active means well fitted curve in the direction sought with a large enough effect; inconclusive means small, poorly fitted or top-dose-only effect, or another doubt; inactive means no such curve, though single readings can be large; an effect the other way counts as inactive or inconclusive. On the % scale 0 is the no-effect control and ±100 the full control effect; potency means the concentration at half of the fitted maximal effect. Rows were taken by chance; about 18% have a hit in one of these screens.
# Every second line gives: DT40 TDP1 CPT	TDP1 cell noCPT	TDP1 inh
CCOC(=O)C1CCN(C(=O)c2ccc3c(=O)n4nc(Nc5ccccc5)sc4nc3c2)CC1
  21µM*	15µM*	3%
CC1(C)Cc2c(C#N)c(N3CCOCC3)nc(-c3ccccc3)c2CO1
  -18%	u	-2%
CN1CCN(c2ncc3nc(-c4cccc(C#N)c4)c(=O)n(CCC#N)c3n2)CC1
  u	21µM*	x
CC1(c2ccc(Cl)cc2)NC(=S)N2C1NC(=S)N2c1ccccc1 (stereo not given)
  -11%	-29%	x
Cc1cccn2c(=O)cc(COc3ccc(NC(=O)COc4ccc(F)cc4)cc3)nc12
  u	-21%	11%
COC(=O)C[C@H]1c2cc(F)ccc2S(=O)(=O)N1Cc1ccccc1OC
  u	u	x
O=c1oc(-c2ccc(F)cc2)nc2ccsc12
  -2%	-21%	-2%
O=C1CCC(c2ccc3c(c2)CCC3)=NN1
  -13%	-26%	x
CC(=O)Nc1ccc(NC(=O)c2cccc(S(=O)(=O)N3CCCCCC3)c2)cc1
  u	u	-2%
O=S(=O)(c1cccs1)N1CCN(Cc2ccccc2)CC1
  -13%	-6%	-1%
CCN1CCN(c2ccc(S(=O)(=O)N3CCOCC3)cc2NC(=O)c2ccc(C(F)(F)F)cc2)CC1
  -5%	-14%	0%
O=C(CCCN1C(=O)/C(=C\c2cccs2)SC1=S)Nc1ccc(O)cc1C(=O)O
  -18%	-10%	13%
O=C(CSc1ccc2nnc(-c3ccc(F)cc3)n2n1)N1CCCc2ccccc21
  18µM*	16µM*	2%
C[C@H](NC(=O)[C@@H]1Cc2ccccc2CN1)C(=O)Nc1ccc2c(c1)OCO2
  -12%	20%	4%
CCOc1ccc(CN2CCN(S(=O)(=O)c3ccc(NC(C)=O)cc3)CC2)cc1
  u	15µM*	6%
Cn1cc([N+](=O)[O-])c(C(=O)Nc2cc(Oc3cccnc3)cc([N+](=O)[O-])c2)n1
  -18%	u	0%
O=C(CSc1nc2nn(-c3ccccc3)c(=O)c-2c2n1CCCCC2)Nc1ccc(F)c(F)c1
  u	u	2%
CCCN(CCC)C(=S)NC(=O)c1ccc(Cl)cc1Cl
  18µM*	u	5%
c1ccc2nc(-c3ccc(-n4ccnc4)cc3)ccc2c1
  u	-20%	x
N=c1oc2ccccc2cc1C(=O)NC1CCCCCC1
  -29%	-18%	3%[56.1 µM]
CC1=C(C(N)=O)C(c2cccc(F)c2)n2nc(SCc3ccccc3)nc2N1 (stereo not given)
  8%	6%	-5%
Cc1nn(C)c(C)c1S(=O)(=O)N(CC(=O)Nc1ccccn1)c1ccc(C(C)C)cc1
  -16%	-12%	3%
CCC(=O)c1ccc(N2CCCCCC2)c(F)c1
  -26%	u	-8%
COc1ccccc1N1CCN(Cc2ccc(C(=O)O)cc2)CC1
  -3%	-4%	x
COc1nc(Cl)cn(-c2ccc(Cl)cc2)c1=O
  3%	3%	3%
COc1ccc(/C=C(/NC(=O)c2ccccc2)C(=O)N/N=C/c2cccs2)cc1OC
  -2%	-3%	5%
O=C(NCc1cccnc1)c1cnn2ccccc12
  10%	-6%	4%
CCN(CC)S(=O)(=O)c1ccc(N/N=C(\C)c2ccncc2)c([N+](=O)[O-])c1
  1%	u	x
Fc1ccc(Sc2nc(-c3ccccc3)nnc2C(F)(F)F)cc1
  5.8µM*	13µM*	3%
CSc1ccc(CN2C(=O)C(F)(F)Oc3c(C(C)=O)cccc32)cc1
  18µM*	16µM*	x
Cc1noc(-c2ccccc2OC(=O)c2ccccc2)n1
  -6%	12%	2%
COc1ccc(N(CC(=O)N2CCN(C)CC2)S(=O)(=O)c2ccccc2)cc1
  3%	9%	x
O=C(CN1CCC(NC(=O)c2ccccc2Cl)CC1)NCc1ccccc1
  2%	-17%	x
COc1ccc(Cn2ccnc2SCC(=O)Nc2ccc3c(c2)OCO3)cc1
  u	-18%	7%
Cc1ccc(OCCCCn2cnc3ccccc32)c(C)c1
  13µM*	8.2µM*	0%
O=C(NC12CC3CC(CC(C3)C1)C2)c1cnccn1
  -23%	-13%	11%
CCOc1ccc(CCNC(=O)c2ccc3ccccc3n2)cc1OCC
  18µM*	8.2µM*	0%
O=C(Nc1c2c(nn1-c1ccc(F)cc1)CSC2)c1ccc(S(=O)(=O)N2CCOCC2)cc1
  -11%	-4%	6%
CCN(CC)c1ccc(NC(=O)c2ccc(=O)[nH]c2)cc1S(=O)(=O)Nc1ccccc1OC
  u	u	3%
COc1ccc(NC2=C(c3ccccc3)C(=O)c3ccccc32)cc1Cl
  u	u	2%
CCC1Sc2ccc(S(=O)(=O)CCC(=O)Nc3cccc(Br)c3)cc2NC1=O (stereo not given)
  -25%	5%	-11%
CN(C)c1nc(N(C)C)c2cnn(C)c2n1
  5%	-9%	x
CC(/C=C1\SC(=S)N(CC(=O)O)C1=O)=C\c1ccccc1
  -13%	10%	4%&5%
O=C(CN1CCN(S(=O)(=O)c2cccc(F)c2)CC1)NCC1(N2CCOCC2)CCCCC1
  -17%	0%	1%
CCc1nc2n[nH]c(N)c2c2c1CCCC2
  -1%	-12%	5%
CCOc1ccc(N(CC(=O)NCc2ccc(Cl)cc2)S(=O)(=O)c2ccccc2)cc1
  -27%	u	x
Cc1ccccc1Nc1nc(N)[nH]c(=O)c1N=O
  u	u	x
CCc1ccccc1NS(=O)(=O)c1ccc2c(c1)CCCN2C(=O)C1CCC1
  u	21µM*	-1%
O=C(Nc1ccn(CCCNCCN2CCOCC2)c(=O)n1)OCc1ccccc1
  -103%	-93%	x
O=CN1CCN(C(=O)c2ccccc2F)CC1
  15%	5%	4%
CC(C)CCNC(=O)C(=O)Nc1cc2c3c(c1)CCC(=O)N3CCC2
  -3%	12%	0%
Cc1cc(C)nc(-n2nc(C)cc2NC(=O)CN2CCCC(C)C2)n1 (stereo not given)
  u	u	2%
COc1cc(C(=O)O)cc(OC)c1OCc1cc(C(=O)O)oc1C
  -3%	-1%	x
c1ccc(OCCSc2ncnc3nc[nH]c23)cc1
  -13%	-27%	x
Cc1onc(-c2ccccc2Cl)c1C(=O)NCc1ccc(S(N)(=O)=O)cc1
  -8%	2%	-2%
CCCOn1c(-n2nc(C)cc2C)nc2ccccc2c1=O
  1%	-9%	7%
CC(C)[C@H](NC(=O)c1c(F)cccc1F)C(=O)N1CCN(c2ccc(F)cc2)CC1
  u	21µM*	9%
Cc1cc(C(=O)Nc2cccc(NC(=O)c3ccco3)c2)ccc1[N+](=O)[O-]
  u	u	5%
O=Cc1ccc(-c2cccs2)s1
  -7%	-9%	x
CC1Oc2ccccc2N(Cc2cccnc2)C1=O (stereo not given)
  1%	-2%	4%

# Seven records drawn at random from the list so far:
# Every second line gives: DT40 TDP1 CPT	TDP1 cell noCPT	TDP1 inh
COc1ccc(N(CC(=O)N2CCN(C)CC2)S(=O)(=O)c2ccccc2)cc1
  3%	9%	x
Cc1ccc(OCCCCn2cnc3ccccc32)c(C)c1
  13µM*	8.2µM*	0%
CCCOn1c(-n2nc(C)cc2C)nc2ccccc2c1=O
  1%	-9%	7%
O=C(Nc1ccn(CCCNCCN2CCOCC2)c(=O)n1)OCc1ccccc1
  -103%	-93%	x
COc1ccc(Cn2ccnc2SCC(=O)Nc2ccc3c(c2)OCO3)cc1
  u	-18%	7%
COc1cc(C(=O)O)cc(OC)c1OCc1cc(C(=O)O)oc1C
  -3%	-1%	x
O=CN1CCN(C(=O)c2ccccc2F)CC1
  15%	5%	4%

# Rewritten field by field: entries from further up.
Structure: CC(C)[C@H](NC(=O)c1c(F)cccc1F)C(=O)N1CCN(c2ccc(F)cc2)CC1
- DT40 TDP1 CPT = u
- TDP1 cell noCPT = 21µM*
- TDP1 inh = 9%
Structure: Cc1cc(C(=O)Nc2cccc(NC(=O)c3ccco3)c2)ccc1[N+](=O)[O-]
- DT40 TDP1 CPT = u
- TDP1 cell noCPT = u
- TDP1 inh = 5%

# Other compounds follow:
# Every second line gives: DT40 TDP1 CPT	TDP1 cell noCPT	TDP1 inh
O=C(NCC1CC1)c1onc(CSc2ccc(F)c(F)c2)c1C(=O)NCC1CC1
  u	u	-15%
O=C(COC(=O)c1ccccc1NC(=O)c1ccco1)Nc1ccc2c(c1)OCO2
  -8%	u	4%
COC(=O)[C@H](Cc1ccccc1)NC(=O)/C=C/[C@H]1O[C@@H](n2ccc(=O)[nH]c2=O)[C@H](O)[C@@H]1O
  3%	35%[activator]	x
CCCCc1c(C)nc2ccc(C)cc2c1SCCC(=O)O
  u	9.2µM*	5%
CCOc1cccc(/C=C2\NC(=S)N(c3ccccc3)C2=O)c1O
  u	u	5%
Cc1ccc(C(=O)Nc2cccc(C(=O)O)c2)cc1
  -27%	-15%	4%
CCOC(=O)c1cccc(NC(=O)c2cncc(Br)c2)c1
  0%	-19%	2%
COc1ccc(C2=C(Nc3ccc(Br)c(C)c3)c3ccccc3C2=O)cc1
  7.3µM*	12µM*	12%
COC(=O)c1cc(S(=O)(=O)NCc2ccc3c(c2)OCO3)c[nH]1
  -1%	0%	x
COc1ccc(-c2nc(-c3cccc(C)c3)no2)cc1OC
  -17%	-8%	-5%[56.1 µM]
O=c1cc(N2CCCCC2)c2ccccc2o1
  -12%	-12%	5%
CCOC(=O)c1cc2c(=O)n3ccccc3nc2n(CC(C)C)c1=NC(=O)c1cc2ccccc2o1
  -2%	-1%	9%
CCOC(=O)C1CCCN(Cc2cn3c(-c4cccc(Br)c4)nnc3s2)C1 (stereo not given)
  -21%	u	-1%
Cc1nc2c(c3c1[nH]c1ccccc13)C(O)CC(C)(C)C2 (stereo not given)
  18µM*	u	0%
O=C(Cn1c(=O)oc2ccccc21)Nc1ccccc1Cl
  -2%	u	x
CC(=O)c1c(C)[nH]c(C(=O)COC(=O)CCNS(=O)(=O)c2ccc(C)c(C)c2)c1C
  u	-8%	0%
Cc1ccc(/C=N/NC(=O)c2cc3ccccc3cc2O)o1
  u	u	0%
CCn1nc(C)c(CCN(C)C(=O)Nc2ccc(C)c(Cl)c2)c1C
  u	u	1%
CCCNC(=O)COc1coc(CN2CCN(Cc3ccccc3)CC2)cc1=O
  -5%	12%	3%
CC1CC(C)CN(S(=O)(=O)c2cccc3nsnc23)C1 (stereo not given)
  u	u	1%
CN(Cc1ccccc1)S(=O)(=O)c1ccc(OCC(=O)NCc2cccnc2)cc1
  -13%	-23%	11%
COc1ccc(-c2cc(-c3ccccc3)nc(SCC(=O)Nc3ccccc3C)c2C#N)cc1
  3%	0%	-1%
c1ccc(-n2ncc3c(NCc4ccc5c(c4)OCO5)ncnc32)cc1
  -14%	u	4%
CCc1nc(SCC(=O)N2CCN(c3ccccc3)CC2)c2oc3ccccc3c2n1
  26µM*	21µM*	2%
Cc1ccc(S(=O)(=O)N2CCC(C(=O)Nc3ccc(N4CCOCC4)cc3)CC2)cc1C
  -2%	-20%	1%
CNc1ccc(Br)cc(C(=O)/C=C/c2cccc(Cl)c2Cl)c1=O
  18µM*	16µM*	-3%
CCOC(=O)C1CCCN(CCC(=O)Nc2ccc(OC)cc2OC)C1 (stereo not given)
  8%	-1%	-4%[12.3 µM]
CSCCC(NS(=O)(=O)c1ccc(Cl)cc1)C(=O)OCC(=O)NC1CC1 (stereo not given)
  3%	4%	1%
CC(=O)c1cccc(NC(=S)N2CCN(S(=O)(=O)c3ccc(F)cc3)CC2)c1
  23%	-10%	4%
Cc1ccc(OS(=O)(=O)c2ccccc2)c(/C=N/N=C2\NC(=O)C(C)S2)c1 (stereo not given)
  u	18µM*	2%
COc1ccc2nc(-c3ccccc3)nc(SC)c2c1
  -10%	-16%	x
Cc1ccc(CN2CC(C(=O)N3CCN(S(=O)(=O)c4ccc(C)cc4C)CC3)CC2=O)cc1 (stereo not given)
  -14%	-6%	0%
CC(C)N1CC2(CC(c3ccccc3C(F)(F)F)=NO2)CN1C(=O)c1ccc(C(C)(C)C)cc1 (stereo not given)
  16µM*	21µM*	x
Cc1ccc(C(=O)N[C@H](C(=O)Nc2cccc(S(=O)(=O)N3CCOCC3)c2)C(C)C)cc1
  -9%	u	x
COc1ccc(-c2nn3c(=O)cc(CN4CCN(C(=O)/C=C/c5ccccc5)CC4)nc3s2)cc1
  -11%	u	0%
Cc1nc2ccccc2n1CC(=O)N/N=C/c1cccs1
  6%	-7%	-5%
